Rab2A wt mod – modulators of GTP binding to Rab2A wildtype, primary screen, biochemical, dog, bead-based flow cytometry, multiplex; GST-Rab2 wt beads, Bodipy-GTP binding; GTP binding activity, % at 10 µM; 190,000 compounds, 0.19% hits; AID 760, 2007;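 active means GTP binding activity at least 20 points away from 100%, either lowered or raised; inconclusive means signal likely due to the compound's own green fluorescence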;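 further: 0% = beads with excess unlabeled GTP and 100% = no-compound control corrected for plate trend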
Bcl-XL Bim block – inhibitors of Bim-Bcl-XL binding, primary screen, biochemical, multiplexed, bead flow cytometry, human Bcl-XL. Bcl-2-like protein 1 (Homo sapiens), Q07817. Bim peptide-Bcl-XL binding, fluorescence. AID 1007, 2008. inhibition, % at 10 µM. 190,000 compounds, 0.04% hits
Target sequence (Q07817 whole entry, looked up): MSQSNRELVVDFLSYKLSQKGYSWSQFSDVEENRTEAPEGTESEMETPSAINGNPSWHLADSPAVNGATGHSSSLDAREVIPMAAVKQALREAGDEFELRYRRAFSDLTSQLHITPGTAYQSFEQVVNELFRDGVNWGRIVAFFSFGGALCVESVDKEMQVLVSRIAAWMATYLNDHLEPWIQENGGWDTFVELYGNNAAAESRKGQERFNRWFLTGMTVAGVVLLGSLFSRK
Bcl-W Bim block – inhibitors of Bim binding to Bcl-W, primary screen, biochemical, multiplexed, bead-based flow cytometry. Bcl-2-like protein 2 (Homo sapiens), Q92843. Bim peptide-Bcl-W binding. inhibition, % at 10 µM. 190,000 compounds, 0.02% hits. AID 952, 2007;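 further: 0% = bound tracer without compound and 100% = peptide blocker; higher means less fluorescent Bim peptide bound to Bcl-W beads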
Target sequence (Q92843 whole entry, looked up): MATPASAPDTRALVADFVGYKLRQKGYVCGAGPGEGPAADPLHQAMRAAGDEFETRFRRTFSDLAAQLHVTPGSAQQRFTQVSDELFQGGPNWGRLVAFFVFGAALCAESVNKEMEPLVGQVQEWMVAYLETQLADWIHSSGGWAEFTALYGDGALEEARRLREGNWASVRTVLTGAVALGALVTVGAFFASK
Bim-Bcl-B – inhibitors of Bim-Bcl-B binding, primary screen, biochemical, multiplexed, human Bcl-2 family; bead-based flow cytometry, Bim peptide-Bcl-B binding; 190,000 compounds, 0.073% hits; inhibition, % at 10 µM; AID 951, 2007; Bcl-2-like protein 10 (Homo sapiens), Q9HD36;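 further: 0% = tracer peptide without compound and 100% = reference inhibitor peptide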
Target sequence (Q9HD36 whole entry, looked up): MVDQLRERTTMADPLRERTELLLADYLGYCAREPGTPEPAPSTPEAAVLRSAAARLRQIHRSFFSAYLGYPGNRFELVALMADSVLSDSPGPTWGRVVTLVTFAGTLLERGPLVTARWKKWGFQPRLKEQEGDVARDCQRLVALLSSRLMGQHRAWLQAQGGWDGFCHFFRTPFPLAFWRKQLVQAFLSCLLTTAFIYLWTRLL
HRas wt GTP – modulators of GTP binding to HRas wildtype, primary screen, biochemical, bead-based flow cytometry, multiplex; GTPase HRas (Homo sapiens), P01112; GST-Ras wt beads, Bodipy-FL-GTP binding; actives lie on both sides; GTP binding activity, % at 10 µM; 190,000 compounds, 0.14% hits; AID 759, 2007;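 active means GTP binding activity at least 20% away from the 100% baseline, either lowered as inhibitor or raised as activator; inconclusive means flagged as likely green fluorescent, judged across all proteins in the well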;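 further: 0% = unlabeled GTP competition control and 100% = no-compound control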
Target sequence (P01112 whole entry, looked up): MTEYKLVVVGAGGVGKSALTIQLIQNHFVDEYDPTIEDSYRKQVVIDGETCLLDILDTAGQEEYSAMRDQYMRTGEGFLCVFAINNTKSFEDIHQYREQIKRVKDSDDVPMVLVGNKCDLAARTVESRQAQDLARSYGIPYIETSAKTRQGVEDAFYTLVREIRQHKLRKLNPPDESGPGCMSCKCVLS
Rac1 act GTP bind – GTP binding modulators of activated mutant Rac1, primary screen, biochemical, bead-based flow cytometry, multiplex, fluorescent GTP | GST-Rac1 activated beads; actives lie on both sides; 100% means binding = to untreated wells | percent activity (GTP binding), % at 10 µM | 190,000 compounds, 0.11% hits | AID 764, 2007;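 active means GTP binding at least 20 percentage points away from the 100% baseline, in either direction, so actives lie on both sides; inconclusive means Compound likely fluorescent itself, or too few beads counted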
Rab7 wt modul – modulators of GTP binding to Rab7, primary screen, biochemical, wildtype, multiplex bead flow cytometry | Rab7 GTPase wild type (dog), Bodipy-FL-GTP binding | GST-Rab7 beads, fluorescent GTP binding; actives lie on both sides; untreated = 100%, excess cold GTP = 0% | GTP binding activity (percent of control), % at 10 µM | 190,000 compounds, 0.055% hits;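 active means fluorescent GTP binding to Rab7 beads changed by at least 20 points from the 100% baseline, either direction, mostly lower; inconclusive means compound itself probably fluorescent, or too few beads counted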;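 further: median green fluorescence of bound Bodipy-FL-GTP per Rab7 bead population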
Bim-Bfl-1 – inhibitors of Bim binding to Bfl-1, primary screen, biochemical, multiplexed, bead-based flow cytometry; Bim-Bfl-1 binding inhibition; inhibition, % at 10 µM; Bcl-2-related protein A1 (Homo sapiens), Q16548; 190,000 compounds, 0.12% hits;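 further: 0% = wells without compound plus tracer and 100% = blocker peptide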
Bcl-2 Bim block – inhibitors of Bim-Bcl-2 binding, primary screen, biochemical, multiplexed, human Bcl-2 family | Apoptosis regulator Bcl-2 (Homo sapiens), P10415 | Bead-based flow cytometry, Bim peptide-Bcl-2 binding | inhibition, % at 10 µM | 190,000 compounds, 0.06% hits | AID 950, 2007; in the data active means inhibition above about 40%; inconclusive means no clear call, values can overlap the other calls;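 further: 0% = no compound wells with probe peptide and 100% = reference peptide inhibitor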
Cdc42 wt GTP – modulators of GTP binding to wildtype Cdc42, primary screen, biochemical, multiplex bead flow cytometry, Bodipy-GTP | Cell division control protein 42 homolog (Homo sapiens), P60953 | 190,000 compounds, 0.2% hits | percent activity (GTP binding), % at 10 µM | GST-Cdc42 beads; actives lie on both sides;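 active means percent activity GTP binding at least 20 points away from the 100% baseline, either down as inhibitor or up as activator; inconclusive means compound flagged as likely green fluorescent from well-wide comparison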;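 further: median bead fluorescence of bound Bodipy-FL-GTP at 100 nM; 0% = excess unlabeled GTP control and 100% = no compound control; below 100% means less GTP binding so inhibitor and above means activator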
Target sequence (P60953 whole entry, looked up): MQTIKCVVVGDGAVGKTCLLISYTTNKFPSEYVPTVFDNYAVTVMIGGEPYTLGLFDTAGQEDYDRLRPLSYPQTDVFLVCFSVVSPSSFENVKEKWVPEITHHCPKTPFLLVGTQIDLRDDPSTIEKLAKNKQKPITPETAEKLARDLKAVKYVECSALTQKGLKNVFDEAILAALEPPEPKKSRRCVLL
Rac1 wt GTP bind – wildtype Rac1 GTP binding modulators, primary screen, biochemical, GST-Rac1 beads, flow cytometry, multiplex | Ras-related C3 botulinum toxin substrate 1 (Homo sapiens), P63000 | fluorescent GTP binding; actives lie on both sides; 0 = cold GTP competed, 100 = untreated | GTP binding activity (% of control), % at 10 µM | 190,000 compounds, 0.27% hits | AID 757, 2007;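 active means GTP binding activity at least 20 points away from the 100% control level, either lower or higher; inconclusive means compound flagged as likely green fluorescent, judged across all proteins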
An asterisk follows results filed as active; u = inconclusive. Unless noted, no stated cut-off is given here; in the data, active means inhibition above about 40%.

SMILES	Rab2A wt mod	Bcl-XL Bim block	Bcl-W Bim block	Bim-Bcl-B	HRas wt GTP	Rac1 act GTP bind	Rab7 wt modul	Bim-Bfl-1	Bcl-2 Bim block	Cdc42 wt GTP	Rac1 wt GTP bind
Cc1ccc2nc(SCC(=O)NCc3cccs3)c(C#N)cc2c1	96	-2	-2	1	99	98	95	0	-1	100	102
COc1ccc(C(=O)Nc2n[nH]c(-c3ccncc3)n2)cc1	101	0	0	-2	100	99	102	-2	1	101	101
CCCCCCC(=O)NN1CCN(C)CC1	u	1	2	-3	u	u	u	-7	-3	u	u
CCOc1ccc(C2N(c3ccc(F)cc3)C(=O)C3CCCN32)cc1OC (stereo not given)	u	-1	1	-4	u	u	u	-8	-6	u	u
COc1ccc(C(C)(C)C)cc1NC(=O)COC(=O)c1ncc(Cl)c(Cl)c1Cl	96	-8	-8	-10	99	93	100	-12	-7	94	98
CCC(C)(C)n1nnnc1C(c1ccncc1)N1CCN(c2cccc(OC)c2)CC1 (stereo not given)	99	-3	0	1	99	97	100	1	-1	99	99
COc1ccccc1N(CC(=O)NCC1CCCO1)C(=O)CNS(=O)(=O)c1ccc(C)cc1 (stereo not given)	96	-2	-1	-2	99	97	99	0	-4	97	96
CC(C)(C)c1csc(NC(=O)c2ccc3nccnc3c2)n1	106	-4	-2	-4	104	103	98	-1	-1	108	102
CC(CCc1ccccc1)NC(=O)c1ccc(NC(=O)c2ccc(Cl)cc2Cl)cc1 (stereo not given)	98	-9	-7	-8	99	97	101	-6	-9	101	104
CCOC(=O)c1cc(C#N)c(N2CCN(c3ccccn3)CC2)nc1-c1ccccc1	92	-1	1	-4	93	93	97	-5	-2	100	98
O=C(c1ccccc1)N(Cc1ccc2c(c1)OCO2)Cc1nc2ccccc2c(=O)[nH]1	99	-3	-3	-3	100	100	98	-3	0	101	99
COc1cccc(/C(C)=N/NC(=O)c2ccc(N(C)C)cc2)c1	96	-12	-3	-3	99	93	98	-1	-3	99	99
O=[N+]([O-])c1ccccc1-c1nc(-c2ccc(Br)o2)no1	94	-5	-1	-5	98	98	99	-17	-7	100	100
COc1ccccc1Oc1nc2c(c(=O)n(Cc3ccccc3F)c(=O)n2C)n1C	97	-3	4	-7	97	94	95	18	-1	97	93
Cc1cccc(NC(=O)COc2ccc3oc4c(c3c2)CCCC4)n1	100	-4	0	-6	102	101	102	-6	-6	101	111
CCc1ccc(C(=O)CSc2n[nH]c(C)n2)cc1	101	-10	-3	-13	100	98	96	-25	-12	101	106
O=C(/C=C/Nc1ccc(F)c(F)c1)c1cccs1	100	-8	-1	-8	101	98	102	-4	-7	104	106
CCOC(=O)c1c(NC(=O)CSc2nnc(-c3ccccc3C)n2C)sc(C(C)=O)c1C	97	-2	1	0	99	91	100	7	0	97	93
CN1CCN(C(=O)C(N)Cc2ccccc2)CC1 (stereo not given)	94	-1	0	-1	95	95	94	0	1	94	100
CCOC(=O)CSc1n[nH]c(NC(=O)c2cccc(C)c2)n1	99	-13	-3	-11	98	97	98	-13	-9	100	101
CCCc1nc2ccccc2c(=O)n1/N=C/c1ccccc1O	100	-1	-2	0	100	95	98	-3	0	96	100
C=CCSc1nnc(CSc2nc3sc4c(c3c(=O)[nH]2)CCCC4)n1-c1ccccc1	102	-1	-1	0	100	99	102	0	-1	103	104
COc1ccc2c(c1)/C(=N/N1C(=O)c3ccccc3C1=O)C(=O)N2	97	-2	1	-3	99	94	106	-2	0	96	98
Cn1c(N2CCCCC2)nc2c1c(=O)[nH]c(=O)n2C	104	-1	0	-7	101	98	103	-8	-7	102	105
Cc1nn(-c2ccccc2)c(C)c1/C=N/NC(=O)CSc1nc2ccccc2c(=O)n1-c1ccccc1	95	-5	-3	-3	97	95	97	-12	-3	96	95

Next results.
SMILES	Rab2A wt mod	Bcl-XL Bim block	Bcl-W Bim block	Bim-Bcl-B	HRas wt GTP	Rac1 act GTP bind	Rab7 wt modul	Bim-Bfl-1	Bcl-2 Bim block	Cdc42 wt GTP	Rac1 wt GTP bind
O=C(Nc1ccc(Cl)cc1Cl)c1ccc(-c2ccccc2)cc1	98	-5	0	-5	99	98	102	-2	-2	97	100
CCOC(=O)c1ccc(NCn2c(=O)oc3ccccc32)cc1	105	-7	-8	-8	104	106	100	-2	-4	108	109
CCOC(=O)c1sc(NN=C(C(=O)OC)C(=O)OC)c(C(=O)OCC)c1C	95	29	21	17	96	96	97	26	20	98	100
CCN(CC)C(=O)c1sc2nc(N3CCOCC3)c3c(c2c1N)CCCC3	102	-1	2	-24	101	97	101	24	-1	103	105
COc1cccc(NC(=O)C2CC(=O)N(C)C(=Nc3cccc(F)c3)S2)c1 (stereo not given)	104	0	0	0	102	100	96	-1	2	103	100
Cc1cccc(N=Nc2c(C)[nH]n(-c3ccccc3)c2=O)c1	96	0	-2	-3	97	94	99	-2	-3	96	96
O=C1ON=C(c2ccccc2)/C1=C/c1ccc(-c2ccccc2[N+](=O)[O-])o1	85	0	1	4	86	86	83	26	7	82	84
O=C(c1cccc(S(=O)(=O)N2CCCCC2)c1)N1CCCCC1	99	0	-1	1	102	99	99	-1	-2	102	101
N#Cc1ccccc1CSc1ccc(-c2nc3ccccc3[nH]2)cn1	97	0	-3	-11	96	94	96	13	-1	98	97
CSC(=S)N/N=C/c1c[nH]c2ccccc12	99	-6	-1	-5	100	100	94	-8	-3	101	101
O=C(c1ccco1)N1CCN(c2cc(=O)n(C3CCCCC3)c(=O)[nH]2)CC1	102	0	0	-6	102	101	100	-11	-4	105	109
C#CCOCCOCCOCCNc1nc(N2CCN(C(=O)[C@H](C)n3cc(CCCN=C(N)N)nn3)CC2)nc(N2CCN(C(=O)[C@H](C)n3cc(CCCN=C(N)N)nn3)CC2)n1	104	-3	0	-5	103	106	97	0	-2	107	108
CC1(C)Cc2c(C#N)c(N3CCN(C(=O)c4ccccc4Cl)CC3)nc(-c3ccco3)c2CS1	101	0	2	-8	101	99	102	22	6	99	104
Cc1onc(-c2ccccc2Cl)c1C(=O)NCCn1ccc2ccccc21	96	2	3	0	96	95	96	-6	-1	94	96
C=CCOc1cccc(C2C(C(=O)c3ccco3)=C(O)C(=O)N2CCN2CCOCC2)c1 (stereo not given)	97	0	0	1	99	96	103	1	1	97	99
COC(=O)c1cn(NC(=O)/C=C/c2ccc(OC)c(OC)c2)c(=O)c2ccccc12	100	-10	-8	-8	101	99	100	-12	-11	104	102
CCNC(=O)c1sc2cc(C)ccc2c1Cl	100	-2	-2	0	100	93	105	-1	3	94	99
CC(C)c1nc2sc3c(=O)[nH]c(=S)[nH]c3c2c2c1CCC2	93	0	-3	1	97	96	101	-12	-9	100	98
O=C(CN1CCN(S(=O)(=O)c2ccc(Cl)cc2)CC1)Nc1ccc(F)cc1F	98	0	-2	2	99	97	97	0	0	97	96
O=C1c2ccccc2C(=O)N1n1c(=O)[nH]c2ccccc2c1=O	95	0	-1	-12	96	96	95	-16	-7	98	94
COc1ccc(N(C(=O)Cc2cccs2)C(C(=O)NC2CCCCC2)c2cccn2C)cc1 (stereo not given)	100	-6	1	-8	99	94	98	-15	-9	99	102
CCOC(=O)C1CCN(C(=O)COc2ccc(N(C)S(=O)(=O)c3ccc(C)cc3)cc2)CC1	99	-6	-5	-1	97	96	96	-3	-4	100	101
Nc1cc(=O)[nH]c(=S)n1-c1cccc(C(F)(F)F)c1	102	-7	-4	0	103	100	103	1	2	108	108
COCc1[nH]nc2c1C(c1ccnc3ccccc13)C(C#N)=C(N)O2 (stereo not given)	104	-5	0	-10	104	99	105	-10	-7	101	105
Cc1ccc(-c2nnc(CCC(=O)N(C)Cc3nccs3)o2)s1	96	-5	-1	-4	97	96	97	-3	-5	97	97

Next part.
SMILES	Rab2A wt mod	Bcl-XL Bim block	Bcl-W Bim block	Bim-Bcl-B	HRas wt GTP	Rac1 act GTP bind	Rab7 wt modul	Bim-Bfl-1	Bcl-2 Bim block	Cdc42 wt GTP	Rac1 wt GTP bind
Cc1ccc(NC(=O)CSc2ncn[nH]2)cc1S(=O)(=O)N1CCOCC1	u	-2	0	-2	u	u	u	-6	-1	u	u
COc1cc(/C=N/Nc2ccc([N+](=O)[O-])cc2S(=O)(=O)N2CCOCC2)cc(OC)c1OC	99	-8	-3	-10	101	98	99	-18	-7	107	103
C=CCn1c(C)cc(C(=O)COc2ccc(S(=O)(=O)N3CCCC3)cc2[N+](=O)[O-])c1C	100	-2	0	-4	99	97	98	-11	-7	100	102
Cc1ccc(NS(=O)(=O)c2ccc3[nH]c(=O)c(=O)[nH]c3c2)cc1Cl	95	-2	-2	-6	95	92	92	-4	0	94	94
Cn1c(SCc2ccccc2F)nc2cccnc21	102	0	-2	-10	103	100	103	-13	-9	104	105
CC(=O)Nc1ccc(Cc2nc3ccccc3[nH]2)cc1	99	-5	-2	-6	99	94	103	-8	-3	98	95
Cc1ccc(/C=C2/NC(=O)N(Cc3ccccc3F)C2=O)s1	106	-4	-3	-4	101	98	108	7	0	101	105
CCC/C(O)=C1\C(=O)CC(C)(C)CC1=Nc1ccc(OC)cc1OC	103	0	-1	-3	102	99	103	-4	0	102	103
CCCCNC(=O)OCC(CC)NC(=O)OCC(C)C (stereo not given)	100	4	2	2	103	97	101	-1	3	101	102
Cc1onc(-c2c(F)cccc2Cl)c1C(=O)NCc1ccccn1	94	-6	0	-11	96	92	92	-12	-10	97	92
CCn1nc(C(=O)OCC(=O)N2c3ccccc3CC2C)c2ccccc2c1=O (stereo not given)	98	7	1	1	96	95	95	1	2	92	101
COc1cc(NC(=O)C2CC(=O)NC3=C2C(=O)CCC3)cc(OC)c1 (stereo not given)	102	-2	-1	-3	104	101	102	-6	0	105	107
Cc1cc(CN2C(=O)c3ccccc3C2=O)on1	98	3	2	-2	97	96	95	-1	-6	98	97
